MBD2 DNA inh – inhibitors of MBD2 binding to methylated DNA, primary screen, biochemical, TR-FRET, DNA-binding domain, human; Methyl-CpG-binding domain protein 2 (Homo sapiens), Q9UBB5; MBD2 binding to methylated oligonucleotide; inhibition, % at 4.4 µM; 0.31% of 370,000 active; AID 686964, 2013; in the data active = inhibition above about 13%
mABHD4 FP – ABHD4 inhibitors, primary screen, biochemical, fluorescence polarization, mouse; purified mABHD4, FP-Rh probe fluorescence polarization; inhibition, % at 8.92 µM; 0.54% of 370,000 active;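 active = inhibition exceeding the mean over every tested compound plus 3 SD, cut at about 30% in these data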;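 also: 0% = plate median of compound wells and 100% = S159A mutant with DMSO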
Target sequence (Q8VD66 whole entry, looked up): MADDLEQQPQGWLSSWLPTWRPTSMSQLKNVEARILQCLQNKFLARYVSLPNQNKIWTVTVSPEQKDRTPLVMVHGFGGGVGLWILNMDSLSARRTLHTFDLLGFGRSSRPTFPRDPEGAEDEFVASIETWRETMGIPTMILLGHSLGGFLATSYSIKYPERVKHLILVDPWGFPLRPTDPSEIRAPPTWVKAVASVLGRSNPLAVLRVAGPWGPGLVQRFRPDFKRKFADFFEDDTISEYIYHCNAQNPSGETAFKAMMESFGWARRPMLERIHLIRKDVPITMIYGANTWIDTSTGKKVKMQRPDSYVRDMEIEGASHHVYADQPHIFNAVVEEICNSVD
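Assay system: mouse ABHD4 enzyme, wild type / Also added: fluorescent activity-based probe FP-Rh / Doses: single nominal dose of 8.92 µM, 0.89% DMSO final / Timing: 45 min compound pre-incubation plus 60 min probe step, 25 °C / Signal: FP readout, ex 525 nm / em 598 nm / Control set: S159A mutant/DMSO as 100%, compound-well median as 0%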
PG9 Ab binder – binders of HIV-1 gp120 antibody PG9, primary screen, biochemical, TR-FRET. TR-FRET gp120-PG9 antibody binding. inhibition, % at 6.7 µM. 0.43% of 360,000 active. AID 624416, 2012; in the data active = inhibition above about 8.5%
TCR CD3 inh – inhibitors of human TCR-CD3 interaction, primary screen, biochemical, fluorescence, TAMRA-labeled TCR probe. 0.37% of 360,000 active. T-cell receptor (TCR). inhibition, % at 9.4 µM; in the data active = inhibition above about 19%;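 also: recombinant mutant TCR 2C K166C tagged with TAMRA read by polarization; 0% = receptor in buffer alone and 100% = receptor with positive control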
rCAG binder – binders of r(CAG) RNA repeats, primary screen, biochemical, fluorescence. r(CAG) RNA repeat, TO-PRO-1 dye displacement fluorescence. inhibition, % at 3 µM. 1.3% of 370,000 active;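 active = inhibition above the plate cutoff, the mean of all test compounds on that plate plus 3 SD, cut at about 35% in these data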;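 also: 0% = DMSO alone and 100% = 100 µM mitoxantrone as full dye displacement; higher means more dye released from RNA so lower well fluorescence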
PRMT1 FP inh – PRMT1 methyltransferase inhibitors, primary screen, biochemical, fluorescence polarization; Protein arginine N-methyltransferase 1 (Homo sapiens), Q99873; recombinant PRMT1, activity-based probe fluorescence polarization; inhibition, % at 2.79 µM; 1.3% of 370,000 active;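 active = inhibition above about 21% made by adding two undisclosed values, limit read from the data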
UHRF1 binding – UHRF1 methylated DNA binding inhibitors, primary screen, counter-screen for MBD2 inhibitor project, biochemical, TR-FRET, human UHRF1, single concentration | E3 ubiquitin-protein ligase UHRF1 (Homo sapiens), Q96T88 | UHRF1 binding to methylated oligo | inhibition, % at 4.4 µM | 0.75% of 370,000 active | AID 687016, 2013; in the data active = inhibition above about 21%;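 also: UHRF1 SRA domain binding a hemimethylated CpG hairpin DNA probe; 0% = median of test compound wells and 100% = reference inhibitor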
Rev-erbA mod – modulators of Rev-erb alpha DNA binding, primary screen, biochemical, FITC-DNA, fluorescence polarization, uHTS; 0.79% of 370,000 active; Nuclear receptor subfamily 1 group D member 1 (Homo sapiens), P20393; activity, % at 10 µM; Rev-erbα–FITC-DNA binding, 90 min;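 active = activity above about 14%, limit read from the data; passing the limit was not always enough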;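 also: 0% = DMSO wells with 35 nM protein and 100% = DMSO wells with 750 nM protein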
Target sequence (P20393 whole entry, looked up): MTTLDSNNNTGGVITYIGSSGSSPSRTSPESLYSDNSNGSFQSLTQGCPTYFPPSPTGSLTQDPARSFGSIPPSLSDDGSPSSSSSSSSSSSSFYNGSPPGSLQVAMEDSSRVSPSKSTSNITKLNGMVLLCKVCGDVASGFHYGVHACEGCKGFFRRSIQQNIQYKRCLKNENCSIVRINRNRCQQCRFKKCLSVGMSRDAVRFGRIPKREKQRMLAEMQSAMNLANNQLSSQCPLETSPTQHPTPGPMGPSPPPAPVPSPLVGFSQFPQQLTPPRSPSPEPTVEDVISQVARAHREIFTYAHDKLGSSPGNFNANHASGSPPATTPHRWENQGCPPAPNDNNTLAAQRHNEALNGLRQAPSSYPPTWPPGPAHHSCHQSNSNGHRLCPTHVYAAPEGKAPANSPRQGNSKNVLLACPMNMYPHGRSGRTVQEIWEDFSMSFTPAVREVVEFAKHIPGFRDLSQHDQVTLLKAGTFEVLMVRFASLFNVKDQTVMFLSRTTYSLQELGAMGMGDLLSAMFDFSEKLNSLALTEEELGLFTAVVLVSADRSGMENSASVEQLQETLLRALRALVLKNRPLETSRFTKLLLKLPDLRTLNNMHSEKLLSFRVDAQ
HTRA1 inhibitor – HTRA1 serine protease inhibitors, primary screen, biochemical, fluorescence polarization, HTS. recombinant HTRA1, FP-rhodamine activity-based probe. Q92743. 0.5% of 340,000 active. inhibition, % at 5.96 µM; in the data active = inhibition above about 36%;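 also: 0% = enzyme with DMSO and 100% = wells lacking enzyme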
LEDGF integ inh – blockers of LEDGF/p75-dependent integrase strand transfer – biochemical, TR-FRET, high throughput, primary screen | TR-FRET IN-LEDGF/p75 DNA integration, Eu/Cy5 | inhibition, % at 3.7 µM | 0.64% of 370,000 active | AID 743269, 2014 | HIV-1 integrase (with human LEDGF/p75);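 active = inhibition above the screen-wide mean plus 3 SD, cut at about 13% in these data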;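 also: signal is the Cy5 over europium emission ratio at 671 and 618 nm; 0% = plate median of compound wells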
An asterisk follows results filed as active; . = not tested or not shown; & = joins results of further samples.

SMILES	MBD2 DNA inh	mABHD4 FP	PG9 Ab binder	TCR CD3 inh	rCAG binder	PRMT1 FP inh	UHRF1 binding	Rev-erbA mod	HTRA1 inhibitor	LEDGF integ inh
CCN1CCCC(OC(=O)c2cc(-c3ccc(C)cc3)nc3ccccc23)C1 (configuration not stated)	0.5	-0.4	0.6	10.2	-3.8	-0.5	-0.3	-4.3	-18.1	3.1
CSc1ccc(/C=C/C(=O)OCC(=O)NC(C)C)cc1	1.2	-11.3	0.1	-6.3	3.2	-2.8	20.0	-3.7	.	3.0
O=C(c1ccc2c(c1)C(=O)N(c1ccc(Cl)cc1)C2=O)N1CCN(c2ccccn2)CC1	-0.3	0.3	0.7	9.3	0.6	5.6	2.1	-17.2	3.1	0.5
COc1ccccc1NS(=O)(=O)c1cccc(C(=O)N2CCN(C(=O)c3ccco3)CC2)c1	3.2	0.3	0.8	-1.0	-0.5	-2.8	-2.3	-6.4	5.1	-2.8
Cc1cccc(Nc2nc(-c3ccc(F)c(C)c3)cs2)n1	-0.5	14.7	-1.2	0.4	7.8	1.4	-0.2	-2.5	-2.3	-3.1
CCc1c(C(=O)NC(C)C2CCCO2)csc1C (configuration not stated)	0.1	4.0	-1.9	1.6	-2.5	-1.4	-0.7	2.7	5.2	-2.8
O=C(/C=C/c1cc([N+](=O)[O-])ccc1OC(F)F)NCc1ccc(Cl)cc1	-4.3	-3.1	-1.6	1.4	1.1	-1.4	0.9	-1.3	-10.6	1.5
Cc1nc(NC(=O)/C=C/c2ccccc2)sc1C(=O)Nc1ccc(Cl)cc1	3.5	1.1	2.0	1.7	6.4	-3.9	-0.6	1.4	-11.8	0.2
CCOC(=O)/C(C#N)=N/Nc1c(C)n(C)n(-c2ccccc2)c1=O	-0.4	0.4	-5.3	-6.4	-1.8	6.0	2.6	-2.8	.	-3.1
COc1ccc(-c2csc(NC(=O)CN3C(=O)CCC3=O)n2)cc1OC	2.9	-3.0	-3.5	2.0	7.5	-0.5	-2.6	0.7	-6.3	0.4
CCC(=O)NNC(=O)CSc1nnc(-c2ccccc2)c(-c2ccccc2)n1	4.1	-4.9	-1.3	0.2	-1.8	2.7	-1.6	-5.4	-7.1	-2.7
Cc1ccc(NS(=O)(=O)c2cc(-c3n[nH]c(=O)c4ccccc34)ccc2C)cc1	4.2	-5.8	2.0	2.4	2.3	1.4	-0.7	-0.6	-36.6	-1.6
Cc1cccc(NC(=O)NC2(C(=O)NCc3ccco3)CCCCC2)c1	5.7	-7.2	-2.6	-2.7	-0.2	7.6	3.4	-8.7	4.7	-4.2
CCOc1ccc(CC(=O)NCC2(N3CCCCC3)CCCCC2)cc1	0.4	-8.3	-2.1	1.9	-2.5	-5.8	0.8	2.1	1.4	1.9
COc1ccc(Cn2cc(CN3CC(N4CCN(CCO)CC4)CS3(=O)=O)nn2)cc1 (configuration not stated)	6.1	0.5	0.2	-2.1	0.8	2.1	18.1	6.6	.	-1.6
O=C(NCc1ccccc1)c1ccc(NC(=O)c2ccco2)cc1	3.8	-2.1	-1.9	-5.0	-4.7	1.4	3.0	-3.3	-4.2	-2.2
O=C(CN1C(=O)C2CC=CCC2C1=O)NC1CCCCC1 (configuration not stated)	-0.7	2.0	-0.6	-2.4	-2.3	-3.5	-0.4	-6.0	0.0	-1.2
Cc1nn(C)cc1S(=O)(=O)Nc1ccccc1Br	-1.2	-0.2	-1.8	4.3	1.8	1.2	-1.3	-0.9	-0.2	1.5
CCCCN(C(=O)COC(=O)c1nc2nccc(C)n2n1)C1CCS(=O)(=O)C1 (configuration not stated)	0.4	0.5	0.4	3.1	-1.7	-2.2	-2.3	-2.1	4.8	1.4
CCOC(=O)N1CCN(C(=O)C(CC(C)C)NS(=O)(=O)c2ccc(C)cc2)CC1 (configuration not stated)	6.4	-6.7	1.4	-3.8	-2.1	-5.0	15.5	-3.5	5.9	-0.3
Cc1ccc(NC(=O)n2ncc3c(C)cccc32)c(C)c1	6.9	-9.2	0.5	2.5	3.0	3.9	1.5	2.9	0.6	0.3
Cc1ccccc1Cn1c(C)cc(C)c(C#N)c1=O	-0.4	2.4	1.0	-2.4	-2.5	1.6	-0.5	-2.3	5.2	2.8
CC(C)CNC(=O)CSc1n[nH]c(=O)n1CCc1ccccc1	3.0	-1.9	0.2	-4.5	-3.5	-5.6	0.7	6.1	7.5	3.7
COC(=O)C1=C(C(=O)OC)[C@@H]2Nc3ccccc3[C@@]23C[C@@H](C(=O)OC)N(C(C)=O)C3=N1	6.9	-14.1	0.3	1.2	4.7	5.2	7.8	0.5	0.9	1.9
Cc1sc2nc(CN3CCOCC3)nc(NS(=O)(=O)c3ccc4c(c3)OCCO4)c2c1C	-0.8	3.2	-1.3	8.9	17.1	-0.3	-4.1	1.9	-3.5	1.7
Cc1cc(OCCn2cncn2)ccc1[N+](=O)[O-]	0.4	-1.2	-2.1	0.1	-1.3	-0.7	1.5	3.0	2.6	0.7
CC1=CC(C)(C)NC(=S)N1CCO	-1.6	-0.4	-2.8	-3.9	-1.0	-5.9	-0.3	7.2	2.2	-4.0
O=S(=O)(Nc1nc2ccccc2s1)c1ccc(Br)s1	2.3	-28.0	-0.1	-2.9	50.3*	4.9	4.5	.	-24.1	4.5
COC(=O)CN(C#N)c1nc(NC(C)C)nc(OC)n1	2.1	0.0	-0.7	0.3	-0.7	-1.3	0.2	7.2	0.0	-2.0
C=C(C)C(=O)Nc1nnc(-c2cccs2)s1	1.6	2.7	0.6	-5.0	0.3	-3.7	-5.2	1.8	1.4	-1.4
Cc1cccc(N/C(=N/S(=O)(=O)c2ccccc2)c2ccccc2)n1	8.0	-2.9	-3.3	-6.7	-3.7	5.8	3.4	-2.4	-0.3	-4.3
Cc1cc(C(=O)N/N=C/c2ccccc2[N+](=O)[O-])c(C)o1	-3.9	-6.7	-1.4	-5.2	-0.4	-1.8	-5.2	1.9	5.8	0.8
CCOc1ccc(-c2nn(-c3ccccc3)cc2/C=C(\C#N)S(=O)(=O)c2ccccc2)cc1C	1.2	2.6	0.0	8.0	2.4	2.4	-0.4	-0.7	-16.9	0.1
Cc1nc(NC(=O)c2ccccc2)sc1-c1cc(C(=O)O)nn1Cc1ccccc1	3.0	-5.4	-1.2	-8.5	15.0	1.4	1.5	-2.1	-7.9	-0.4
COc1ccccc1OCC(O)CO (configuration not stated)	-2.0	-0.8	-1.2	3.8	0.0	-2.2	0.1	-4.2&3.0	1.3	-1.3
CCN(CC)Cc1c(C(=O)N/N=C/c2cccc(OCc3ccc(F)cc3)c2)nnn1-c1nonc1N	2.0	-9.0	0.8	-3.8	7.0	3.2	3.1	-1.0	-15.7	-2.3
CCOC(=O)c1nnn(CC(=O)Nc2ccccc2OC)c1C(=O)OCC	8.9	-7.0	1.9	-1.2	0.2	0.3	5.6	-3.7	3.2	-2.7
CCN1CCN(c2ccc(S(=O)(=O)N3CCCCC3)cc2NC(=O)/C=C/c2cc(OC)ccc2OC)CC1	-2.6	0.4	-0.1	8.0	5.2	-1.0	-2.2	2.8	-17.4	-2.0
COc1ccc(S(=O)(=O)Nc2noc3ccccc23)cc1OC	2.5	4.2	-0.6	-2.1	-1.9	-4.3	-1.0	-10.2	2.5	-1.6
COc1cc(/C=C2/C(=O)N(c3ccc(C)c(C)c3)N=C2C)cc([N+](=O)[O-])c1O	-1.4	22.4	-0.1	0.4	37.1*	0.1	-9.1	1.3	11.4	-2.9

4 structures out of the list, ordered by formula weight, low to high:
SMILES	MBD2 DNA inh	mABHD4 FP	PG9 Ab binder	TCR CD3 inh	rCAG binder	PRMT1 FP inh	UHRF1 binding	Rev-erbA mod	HTRA1 inhibitor	LEDGF integ inh
Cc1cc(C(=O)N/N=C/c2ccccc2[N+](=O)[O-])c(C)o1	-3.9	-6.7	-1.4	-5.2	-0.4	-1.8	-5.2	1.9	5.8	0.8
CCOC(=O)c1nnn(CC(=O)Nc2ccccc2OC)c1C(=O)OCC	8.9	-7.0	1.9	-1.2	0.2	0.3	5.6	-3.7	3.2	-2.7
CCOc1ccc(-c2nn(-c3ccccc3)cc2/C=C(\C#N)S(=O)(=O)c2ccccc2)cc1C	1.2	2.6	0.0	8.0	2.4	2.4	-0.4	-0.7	-16.9	0.1
CCN(CC)Cc1c(C(=O)N/N=C/c2cccc(OCc3ccc(F)cc3)c2)nnn1-c1nonc1N	2.0	-9.0	0.8	-3.8	7.0	3.2	3.1	-1.0	-15.7	-2.3

Next section
SMILES	MBD2 DNA inh	mABHD4 FP	PG9 Ab binder	TCR CD3 inh	rCAG binder	PRMT1 FP inh	UHRF1 binding	Rev-erbA mod	HTRA1 inhibitor	LEDGF integ inh
Cc1cc(Cl)ccc1NC(=O)C1CCN(S(C)(=O)=O)CC1	2.7	-4.3	-0.3	4.1	-2.3	-2.7	-0.7	0.4	-4.1	-2.0
Cc1ccc(OCC(=O)N/N=C/c2ccc([N+](=O)[O-])o2)cc1	-7.6	27.1	0.2	-5.3	15.6	7.9	-1.9	3.6	13.3	-0.1
CCOC(=O)C(C)Oc1c(C(=O)OC)sc2ncccc12 (configuration not stated)	3.5	3.7	0.5	-7.8	-6.9	3.7	-0.3	4.8	2.8	-1.1
CCn1c(=O)cc(SCC(=O)Nc2cccc(C)n2)c2ccccc21	0.2	0.2	-6.1	4.7	-3.9	-0.4	0.5	-5.6	1.8	1.4
CC(Oc1ccc2c(c1)oc(=O)c1ccccc12)C(=O)NCCCN1CCOCC1 (configuration not stated)	-2.1	-1.6	-0.1	-2.4	-7.4	-4.4	2.7	-4.2	1.7	-0.9
Cc1ccccc1NC(=O)c1ccccc1NC(=O)c1cccs1	-2.5	3.3	0.1	-2.0	2.3	-0.5	-0.9	15.5	-4.2	-0.1
CC(C)C1C(=O)N(Cc2cn(CC3CCCCC3)nn2)CCS(=O)(=O)N1Cc1ccc(-c2ccc(Cl)cc2)cc1 (configuration not stated)	-6.5	-8.0	-1.6	1.7	7.4	2.5	-0.7	2.1	-51.9	-1.2
CC(=O)c1ccc(N(C(=O)CNC(=O)c2ccco2)C(C(=O)NC2CCCC2)c2cccnc2)cc1 (configuration not stated)	1.5	2.9	1.3	-5.2	7.1	-1.4	0.5	8.1	-6.8	-0.4
COc1ccccc1C(=O)NCC(=O)OCC(=O)Nc1cccc(S(=O)(=O)N(C)C)c1	0.7	4.4	-2.7	3.5	0.5	-1.9	-1.9	3.7	-1.2	-3.4
CC(C)N(C[C@@H]1CSCCS(=O)(=O)N1)C1CCCCC1	1.4	4.7	0.9	4.8	0.6	-1.5	-0.2	-1.7	.	1.0
CS(=O)(=O)c1ccc(-c2cn3cc(C(=O)O)ccc3n2)cc1	1.8	1.1	0.3	1.2	3.9	1.5	0.4	-5.2	1.6	1.8
C/C(=N/N=C(/C)c1cccs1)c1cccs1	3.2	4.1	-3.4	-1.8	-3.6	1.2	2.0	1.7	0.2	-6.4
O=C(Nc1cccc(Cl)c1)N1CCC(CO)(CCOc2ccccc2)CC1	-0.8	-27.7	-3.4	4.0	0.2	-6.8	3.5	3.9	-12.4	6.2

Not all compounds are listed, so the mix of outcomes need not match the whole.
